# S3 lipid droplet: qHTS Assay for Lipid Storage Modulators in Drosophila S3 Cells; 320,000 compounds, 0.64% hits; lipid storage change, negative = inhibition, % at the top dose, mostly 46.1 µM; hits show Potency in µM; Drosophila S3 cells, BODIPY lipid droplet fluorescence, 18-24 h; cells fed with added oleic acid; active = well fitted inhibition curve with a large enough effect in the signal ratio, with a control signal flat, not every such curve was filed as active; inconclusive = small, poorly fitted or top-dose-only effect, or effect the other way, or a change in a side signal; the % refers to the signal ratio
#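 Laser-scanning cytometry quantifies lipid droplet accumulation (500–530 nm total intensity; droplet/cell object ratio) in oleic acid-fed (400 uM added) Drosophila S3 cells treated with a concentration series. 20 uM Triacsin C defined 100% inhibition.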
# S3 lipid droplet cell count max: also measured in S3 lipid droplet; calls as there; cell number change, %; measured here: cell count max response;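 cells counted by Cell Tracker Red CMTPX staining in the red channel; peak over a dose series mostly up to 46.1 µM; percent activity relative to internal control wells on each plate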
# * = called active by the depositor; i = inactive; ? = inconclusive; · = not tested or not shown; [ ] = dose if it differs, or a comment. % is scaled to controls: 0 for no effect and ±100 for the full control effect; potency is read from the fitted curve at half-maximal effect. Not all compounds are listed, so the mix of outcomes need not match the whole.
# The line under a structure holds: S3 lipid droplet, S3 lipid droplet cell count max
(1) CCOC(=O)CC(NC(=O)CCc1c(C)nc2nc(C)nn2c1C)c1ccc(OC(C)C)cc1 (stereo not drawn)
  0%, -10
(2) Cc1cc(C(=O)NCCCN2CCCC2=O)cs1
  -2%, -10
(3) Cc1ccc2nc(-c3ccccc3)c(CC(=O)O)c(C(=O)O)c2c1
  ?, ·
(4) O=[N+]([O-])c1ccc(NCCCN2CCOCC2)c(Cl)c1
  ?, ·
(5) O=S(=O)(c1cccc(-c2cn3cccnc3n2)c1)N1CCOCC1
  ?, ·
(6) Cc1ccc(C)c(NC(=S)N(Cc2cccc(Br)c2)CC2CCC(C(=O)O)CC2)c1 (stereo not drawn)
  ?, ·
(7) COc1cc(C(=O)NCCCCCCNC(=O)c2cc(OC)c(OC)c(OC)c2)cc(OC)c1OC
  ?, ·
(8) CN(C(=O)COC(=O)c1ccc(C#N)cc1)c1ccccc1
  i, 7
(9) CNC(=O)c1c(NC(=O)c2cccc(C)c2)sc2c1CCC2
  ?, ·
(10) Cc1ccc(-n2c(SCC(=O)N3CCCC3)nc3c(c2=O)SCC3)cc1
  11%, 2
(11) O=C(O)c1cc(NC(=O)c2ccc(Cl)c([N+](=O)[O-])c2)cc(C(=O)O)c1
  -6%, -8
(12) O=C(Nc1ccc2c(c1)OCO2)C1CCN(Cc2cnn(-c3ccccc3)c2-n2cccc2)CC1
  ?, ·
(13) Oc1ccc2ccccc2c1C=Nc1ccccc1
  ?, ·
(14) CCN(Cc1ccccc1)S(=O)(=O)c1ccc(C(=O)Nc2nnc(C3CC3)o2)cc1
  20%[9.22 µM], ·
(15) Cc1ccc(S(=O)(=O)N2[C@@H](c3cccc(Cl)c3)C(C(=O)O)=CC[C@H]2c2ccc3c(c2)OCO3)cc1
  ?, ·
(16) O=C(C1CC1c1ccccc1)N1CCOCC1 (stereo not drawn)
  ?, ·
(17) Cc1cc(/C=C(\C#N)C(=O)N2CCOCC2)c(C)n1C1CCCC1
  ?, ·
(18) COc1ccc(CN2CCNC(=O)C2CC(=O)N(C)Cc2ccncn2)c(OC)c1 (stereo not drawn)
  11%, 1
(19) CCOc1ccc(CC(=O)OCN2C(=O)c3ccccc3C2=O)cc1
  12%, -4
(20) CC(=O)c1c(C)oc2ccc(OCc3ccccc3)cc12
  i, 13

# Overlap with the part before: three compounds, then new ones.
# The line under a structure holds: S3 lipid droplet, S3 lipid droplet cell count max
(18) COc1ccc(CN2CCNC(=O)C2CC(=O)N(C)Cc2ccncn2)c(OC)c1 (stereo not drawn)
  11%, 1
(19) CCOc1ccc(CC(=O)OCN2C(=O)c3ccccc3C2=O)cc1
  12%, -4
(20) CC(=O)c1c(C)oc2ccc(OCc3ccccc3)cc12
  i, 13
(21) CC(Sc1nc(-c2ccccc2)nc2c1COC(C)(C)C2)C(=O)N1CCOCC1 (stereo not drawn)
  ?, ·
(22) NC(=O)CC(NC(=O)Cc1ccc(Cl)cc1)c1ccc(NCCN2CCOCC2)c([N+](=O)[O-])c1 (stereo not drawn)
  ?, ·
(23) O=C(Cn1c(=O)c2cccn2c2ccccc21)NCCCN1CCCCC1
  3%, 5
(24) CCC(=O)c1ccc(N2CCN(C(=O)Cc3ccccc3)CC2)c(F)c1
  i, ·
(25) CCN1CCc2nc(N)oc2CC1
  -5%, -5
(26) CCc1ccc(-c2nc(NC(=O)c3ccc(OCC(=O)Nc4ccc(F)cc4)c(OC)c3)sc2C)cc1
  5%, -1
(27) CSc1ncc(Cl)c(C(=O)Nc2ccccc2Br)n1
  ?, ·
(28) Cc1ccc(CNC(=O)C(Cc2ccccc2)NS(=O)(=O)c2ccc(Br)s2)cc1 (stereo not drawn)
  ?, ·
(29) CC1CN(S(=O)(=O)c2ccc(C(=O)N3CCc4ccccc43)cc2)CC(C)O1 (stereo not drawn)
  12%, 13
(30) O=C(Cn1cc(SCc2cccc(Cl)c2)c2ccccc21)N1CCOCC1
  3%, -1
(31) CC1Oc2ccccc2N(CC(=O)NC2CCCCC2)C1=O (stereo not drawn)
  ?, ·
(32) Cc1nc(NC(=O)COc2ccc(Cl)cc2)sc1C(=O)N(C)C
  2%, 9
(33) OC(CN1CCN(c2cccc(C(F)(F)F)c2)CC1)c1c[nH]c2ccccc12 (stereo not drawn)
  ?, ·
(34) CCOC(=O)Cc1cc(=O)n2[nH]c(-c3ccccc3)c(-c3ccccc3)c2n1
  13%, 11
(35) CCN1C(=O)CC(N2CCC(Nc3ccc(F)cc3)CC2)C1=O (stereo not drawn)
  21%, -4
(36) COc1ccccc1-n1c(CNc2c(C)cccc2C)nnc1SCC(=O)N1CCOCC1
  i, -2
(37) Cc1ccc2cc(CN(Cc3ccco3)C(=O)C3CCCCC3)c(=O)[nH]c2c1C
  ?, ·
(38) O=c1c(-c2nnc(SCc3ccc(Cl)c(Cl)c3)o2)cccn1Cc1ccccc1
  15%, 13
(39) Cc1ccc2nc(-c3ccc(SCC(=O)Nc4nc(C)cs4)nc3)[nH]c2c1
  ?, ·
(40) COC(=O)Oc1ccc(/C=N/NC(=O)CN(c2ccccc2Cl)S(C)(=O)=O)cc1OC
  5%, -1
(41) CN1CCN(CC(=O)Nc2cccc(S(=O)(=O)N(C)c3ccccc3)c2)CC1
  ?, ·
(42) CCC1(C)Cc2c(sc3c2c(=O)n(C)c2nnc(SCc4ccc5c(c4)OCO5)n32)CO1 (stereo not drawn)
  ?, ·
(43) CCNc1nc(C)cc(COC)c1C#N
  ?, ·
(44) O=C(O)CCCC(=O)Nc1ccc(Oc2cccc(C(F)(F)F)c2)nc1
  9%, 16
(45) COc1cc(-c2nc(C)c(C(C)=O)n2O)ccc1OCC(=O)Nc1ccc(Cl)cc1
  6%, 2
(46) CC1(C)OC(=O)N(CC(=O)Nc2ccccc2)C1(C)O (stereo not drawn)
  ?, ·
(47) O=C(CC1C(=O)NCCN1Cc1c(F)cccc1Cl)NC1CCCCCC1 (stereo not drawn)
  17%, -2
(48) Cc1cc(C)cc(N=C2NC(=O)CS2)c1
  i, -25
(49) Nc1nnc(SCCCC(=O)c2ccc(F)cc2)s1
  23%, 12
(50) CCc1nnc(NC(=O)CN2C(=O)N(C)C3(CCCCC3)C2=O)s1
  14%, 13
(51) Cc1ccc(C(=O)N/C(=C\c2ccco2)C(=O)NCC2CCCO2)cc1C (stereo not drawn)
  i, 6
(52) CC(C)NC(=O)COc1ccc2c(c1)C(=O)CC(C)(C)O2
  2%, 6
(53) CCC(c1nnnn1C(C)(C)CC)N(CCCN1CCOCC1)Cc1cc2cccc(C)c2[nH]c1=O (stereo not drawn)
  i, ·
(54) CS(=O)(=O)N(CC(=O)N1CCN(c2ccccc2)CC1)Cc1ccc(Cl)cc1
  i, 22
(55) CCOC(=O)C1(Cc2ccccc2Cl)CCN(C(=O)CN2CCOC2=O)CC1
  5%, 2
(56) CC(=O)c1ccc(NC(=O)c2ccccc2-c2ccccc2C(=O)O)cc1
  i, ·
(57) O=C(NCCS(=O)(=O)NCc1ccccc1Cl)c1ccc2c(c1)OCO2
  ?, ·
(58) COc1ccc(S(=O)(=O)N2CCN(C(=O)CC(C)C)CC2)cc1
  22%, -1
(59) COC(=O)c1cc(C(=O)OCC(=O)NC(=O)NCc2ccccc2)cc([N+](=O)[O-])c1
  ?, ·
(60) CCOC(=O)C1CCN(C(=O)/C=C/c2ccc(OC)cc2)CC1
  ?, ·

# Grouped by structure: the compounds so far with a COOH group
# The line under a structure holds: S3 lipid droplet, S3 lipid droplet cell count max
(3) Cc1ccc2nc(-c3ccccc3)c(CC(=O)O)c(C(=O)O)c2c1
  ?, ·
(6) Cc1ccc(C)c(NC(=S)N(Cc2cccc(Br)c2)CC2CCC(C(=O)O)CC2)c1 (stereo not drawn)
  ?, ·
(11) O=C(O)c1cc(NC(=O)c2ccc(Cl)c([N+](=O)[O-])c2)cc(C(=O)O)c1
  -6%, -8
(15) Cc1ccc(S(=O)(=O)N2[C@@H](c3cccc(Cl)c3)C(C(=O)O)=CC[C@H]2c2ccc3c(c2)OCO3)cc1
  ?, ·
(44) O=C(O)CCCC(=O)Nc1ccc(Oc2cccc(C(F)(F)F)c2)nc1
  9%, 16
(56) CC(=O)c1ccc(NC(=O)c2ccccc2-c2ccccc2C(=O)O)cc1
  i, ·

# The list continues.
# The line under a structure holds: S3 lipid droplet, S3 lipid droplet cell count max
(61) O=c1c2ccccc2nc(-c2cccc(Cl)c2)n1O
  ?, ·
(62) CCC(=O)Nc1ccc(NCc2ccc(-c3ccccc3)cc2)cc1
  ?, ·
(63) Cc1ccc(S(=O)(=O)c2cc3c(=O)n4cccc(C)c4nc3n(Cc3ccncc3)c2=N)cc1
  i, ·
(64) COc1cccc(Nc2nc3ccccc3c(=O)[nH]2)c1
  ?, ·
(65) Cc1oc(-c2ccoc2)nc1CN(Cc1ccccc1)CC1CC1
  0%, 2
(66) COc1cc(C2CC(=O)Oc3c(C(CCN4CCOCC4)c4ccc(N(C)C)cc4)c(OC)cc(OC)c32)cc(OC)c1OC (stereo not drawn)
  -1%, -10
(67) CCCN(CCC)Cc1c(C(=O)N/N=C/c2c[nH]c3ccccc23)nnn1-c1nonc1N
  i, 9
(68) O=C(NC(=S)Nc1ccc(Cl)c(C(=O)O)c1)c1ccc(OCc2ccccc2)cc1
  -16%, -8
(69) O=c1c2ccccc2c(-c2ccccc2)nn1-c1ccccc1
  13%, 12
(70) CC1CC(C)(C)CC2(C1)NC(=O)N(CC(=O)NC1CCCc3ccccc31)C2=O (stereo not drawn)
  -1%, 2
(71) Cc1nc(C)n(CCNS(=O)(=O)c2ccccc2)n1
  ?, ·
(72) COc1cccc(CC2(CO)CCN(Cc3cnc(N4CCOCC4)s3)CC2)c1
  ?, ·
(73) COCc1ccc(C(=O)NC2CCSc3ccccc32)cc1 (stereo not drawn)
  i, 8
(74) CCOc1ncccc1C(=O)Nc1ccc(OC)c(S(=O)(=O)N2CCOCC2)c1
  ?, ·
(75) CN(CCNC(=O)CCCOc1cc(=O)n(C)c2ccccc12)Cc1ccccc1
  1%, 14
(76) COC(=O)c1ccc(CNC(=O)C(C)N=C2NS(=O)(=O)c3ccccc32)cc1 (stereo not drawn)
  ?, ·
(77) CC(=O)Nc1ccc(N(C(=O)c2ccco2)C(C(=O)NC2CCCC2)c2ccncc2)cc1 (stereo not drawn)
  ?, ·
(78) COc1ccc(C(=O)N(CCCO)Cc2cc3c(C)ccc(C)c3[nH]c2=O)cc1OC
  ?, ·
(79) CCCCCCC(=O)N/N=C(\C)Cc1ccccc1
  12%, 0
(80) Cc1cc2ccccc2n1CCNC(=O)c1ccc(S(=O)(=O)N2CCCCC2)cc1
  ?, ·
(81) CCN(CC)c1ccc(CNc2nc3ccccc3n2CC)cc1
  -5%, 4
(82) COCCNC(=O)C(c1ccc(C)cc1)N(C(=O)CCC(=O)Nc1ccccn1)c1ccc(F)cc1 (stereo not drawn)
  ?, ·
(83) O=C1COc2ccc(S(=O)(=O)N3CCCCCC3)cc2N1
  ?, ·
(84) COC(OC)c1nc(SCC(=O)Nc2cccc(Cl)c2)ncc1C(=O)O
  ?, ·
(85) CC(C)c1ccc(N(C(=O)c2ccc3c(c2)OCO3)C2C=CS(=O)(=O)C2)cc1 (stereo not drawn)
  i, 7
(86) Cc1ccc(NC(=O)C2Oc3ccccc3OC2C)cc1 (stereo not drawn)
  ?, ·
(87) Cc1ccc(CC(=O)Nc2ccc(F)c([N+](=O)[O-])c2)cc1C
  ?, ·
(88) O=C(NC1CCCC1)c1cc(=O)[nH]c2ccccc12
  i, 2
(89) CCOc1ncccc1C(=O)Nc1cc(S(=O)(=O)N2CCCCC2)ccc1Cl
  11%, 22
(90) COC(=O)C1C(O)=C(C(C)=N)C(=O)CC1(C)C (stereo not drawn)
  ?, ·
(91) O=C(Cc1ccc(Cl)cc1)N1CCN(C(=O)c2ccco2)CC1
  4%, 1
(92) O=C(Nc1nc(-c2ccc(S(=O)(=O)N3CCOCC3)cc2)cs1)c1ccccc1
  ?, ·
(93) CC(C)[C@H](NC(=O)N1CC(=O)Nc2ccccc21)C(=O)N[C@H](Cc1c[nH]c2ccccc12)C(=O)O
  ?, ·
(94) Cc1nc(C)c(NC(=O)N2CCc3ccccc32)cc1NC(=O)N1CCc2ccccc21
  ?, ·
(95) C=C(C)C(=O)N1CC2(CC(c3cccc(NC(=O)/C=C\C=C/C)c3)=NO2)C[C@H]1C(N)=O (stereo partly drawn)
  8%, -2
(96) CSc1ccccc1C(=O)N1CCCC(CCC(=O)NCc2ccc(F)c(F)c2)C1 (stereo not drawn)
  -14%, -13
(97) O=C(COc1ccccc1[N+](=O)[O-])N1CCN(c2ccccn2)CC1
  ?, ·
(98) CCOc1ccc(C(=O)CC(=O)C(=O)NCCc2ccc(OC)c(OC)c2)cc1
  ?, ·
(99) CC(C)CCN1C(Nc2ccccc2)=NC[C@@H]1Cc1ccccc1
  -4%, 22
(100) O=c1[nH]c2ccc(Cl)cc2c(O)c1Cc1ccccc1
  29%, -4
(101) COc1cc(CC(=O)NCc2ccc3c(c2)OCO3)cc(OC)c1OC
  i, ·
(102) O=S(=O)(NCC(c1ccc2c(c1)OCO2)N1CCOCC1)c1ccccc1 (stereo not drawn)
  ?, ·
(103) CCOC(=O)C1CCN(C(=O)COc2cccc3ccccc23)CC1
  i, 17
(104) Cc1ccc(NC2CCCN(C(=O)CCn3nccc3C)C2)cc1C (stereo not drawn)
  i, -20
(105) CC(C)CCN1CCN(Cc2ccoc2)CC1CCO (stereo not drawn)
  ?, ·
(106) CCc1cc(C=NC2CCCCC2)c(O)s1
  9%, 10
(107) COc1ccc(CCNC(=O)CCS(=O)(=O)c2ccc3c(c2)CCN3C(C)=O)cc1OC
  2%, -1
(108) O=C(NCCN1CCOCC1)c1csc2c1CCCCC2
  ?, ·
(109) CC(=O)Nc1ccc(NC(=O)CSc2nnc(NC(=O)C3CC(=O)N(c4ccc(F)cc4)C3)s2)cc1 (stereo not drawn)
  ?, ·
